HTRA1 inhibitor = HTRA1 serine protease inhibitors, primary screen, biochemical, fluorescence polarization, HTS. Q92743. AID 504803, 2011. inhibition, % at 5.96 µM. hit rate 0.5% among 340,000. recombinant HTRA1, FP-rhodamine activity-based probe; in the data active means inhibition above about 36%;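 further: 0% = enzyme with DMSO and 100% = wells lacking enzyme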
GC-B act = human GC-B receptor activators, primary screen, HEK293 GC-B cells, cGMP TR-FRET, EC30 CNP. Atrial natriuretic peptide receptor 2 (Homo sapiens), P20594. 0% at EC30 CNP, 100% saturating CNP. activation, % at 10 µM. hit rate 0.11% among 370,000. AID 1920062, 2024;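 active means activation at 10 µM reaching about 35% in either raw or pattern-adjusted values, limit read from the data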
ABHD4 inh = ABHD4 inhibitors, primary screen, biochemical, fluorescence polarization, mouse; purified mABHD4, FP-Rh probe fluorescence polarization; hit rate 0.54% among 370,000; (Lyso)-N-acylphosphatidylethanolamine lipase (Mus musculus), Q8VD66; inhibition, % at 8.92 µM;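 active means inhibition exceeding the mean over every tested compound plus 3 SD, cut at about 30% in these data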;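 further: 0% = plate median of compound wells and 100% = S159A mutant with DMSO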
Target sequence (Q8VD66 whole entry, looked up): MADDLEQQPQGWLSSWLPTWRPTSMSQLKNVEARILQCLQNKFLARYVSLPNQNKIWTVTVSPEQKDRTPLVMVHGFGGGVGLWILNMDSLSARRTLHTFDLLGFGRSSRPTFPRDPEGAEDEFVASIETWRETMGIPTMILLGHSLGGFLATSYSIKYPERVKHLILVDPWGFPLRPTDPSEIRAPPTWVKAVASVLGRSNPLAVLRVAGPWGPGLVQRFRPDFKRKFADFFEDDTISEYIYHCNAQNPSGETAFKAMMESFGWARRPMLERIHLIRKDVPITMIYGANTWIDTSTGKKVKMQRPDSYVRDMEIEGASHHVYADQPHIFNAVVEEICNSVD
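Assay system: Wild-type mouse ABHD4 protein | Medium: HEPES pH 7.0 buffer, 150 mM NaCl, 0.01% Pluronic F-127 | Incubation: Enzyme–compound pre-incubation 45 min, then probe 60 min, both 25 °C | Technique: Fluorescence polarization with parallel and perpendicular emission, 525/598 nm | Evaluation: % inhibition of FP-Rh probe binding versus controls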
SMARCA2 activ = SMARCA2 (BRM) function activators, primary screen, cell-based, luminescence, high throughput; AID 652017, 2013; activation, % at 9.1 µM; MG213 cells, MMTV-luciferase reporter, dexamethasone, overnight; hit rate 1% among 370,000; in the data active means activation above about 7.8%;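 further: 0% = vehicle wells and 100% = reference activator wells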
GC-A act = GC-A stimulated cGMP production enhancers – HEK293 GC-A cells, cGMP TR-FRET, EC30 ANP, primary screen | hit rate 0.14% among 370,000 | activation, % at 10 µM | Atrial natriuretic peptide receptor 1 (Homo sapiens), P16066 | 0% at EC30 ANP, 100% saturating ANP | AID 1671463, 2021; in the data active means activation above about 40%
Rev-erbA mod = modulators of Rev-erb alpha DNA binding, primary screen, biochemical, FITC-DNA, fluorescence polarization, uHTS | activity, % at 10 µM | Nuclear receptor subfamily 1 group D member 1 (Homo sapiens), P20393 | Rev-erbα–FITC-DNA binding, 90 min | hit rate 0.79% among 370,000;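 active means activity above about 14%, limit read from the data; passing the limit was not always enough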;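 further: 0% = DMSO wells with 35 nM protein and 100% = DMSO wells with 750 nM protein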
rCAG RNA binder = binders of r(CAG) RNA repeats, primary screen, biochemical, fluorescence | hit rate 1.3% among 370,000 | r(CAG) RNA repeat, TO-PRO-1 dye displacement fluorescence | AID 651821, 2012 | inhibition, % at 3 µM;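 active means inhibition above the plate cutoff, the mean of all test compounds on that plate plus 3 SD, cut at about 35% in these data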;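 further: 0% = DMSO alone and 100% = 100 µM mitoxantrone as full dye displacement; higher means more dye released from RNA so lower well fluorescence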
ARFGAP1 inh = inhibitors of rat ARFGAP1 GAP activity, primary screen, biochemical, fluorescence polarization, GDP tracer | Arfgap1-stimulated ARF1 GTP hydrolysis, GDP FP detection | inhibition, % at 16.5 µM | hit rate 0.26% among 360,000 | AID 651572, 2012;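 active means inhibition above a per-plate limit, mean inhibition of low control wells plus 3 SD, cut at about 25% in these data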;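 further: 0% = DMSO wells with enzyme and 100% = wells lacking Arfgap1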
Target sequence (Q62848 1-136 limits assumed): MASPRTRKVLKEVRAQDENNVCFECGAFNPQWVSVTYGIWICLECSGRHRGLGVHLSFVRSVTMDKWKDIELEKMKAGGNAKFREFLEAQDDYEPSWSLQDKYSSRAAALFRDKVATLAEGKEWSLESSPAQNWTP
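System: truncated rat Arfgap1 GAP domain / Medium: HEPES-based buffer, pH 7.5 / Also added: N-terminally truncated human ARF1-GTP substrate / Incubation: enzyme reaction 120 min at 25 °C after 20 min preincubation / Measured by: FP of antibody-bound GDP Alexa 633 tracer, ex 620/em 688 nm / Replicates: singlicate, each compound tested once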
PG9 binder = binders of HIV-1 gp120 antibody PG9, primary screen, biochemical, TR-FRET; HIV-1 gp120 / PG9 antibody interaction; TR-FRET gp120-PG9 antibody binding; inhibition, % at 6.7 µM; hit rate 0.43% among 360,000; in the data active means inhibition above about 8.5%
ASAP1 inh = inhibitors of human ASAP1 ArfGAP activity, primary screen, biochemical, fluorescence polarization; Arf-GAP with SH3 domain, ANK repeat and PH domain-containing protein 1 (Homo sapiens), …; ASAP1-stimulated ARF1 GTP hydrolysis, GDP FP detection; inhibition, % at 16.5 µM; hit rate 0.19% among 360,000; AID 624377, 2012; in the data active means inhibition above about 25%;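 further: 0% = vehicle with enzyme and substrate and 100% = no enzyme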
Target sequence (Q9ULH1 325-724 limits assumed): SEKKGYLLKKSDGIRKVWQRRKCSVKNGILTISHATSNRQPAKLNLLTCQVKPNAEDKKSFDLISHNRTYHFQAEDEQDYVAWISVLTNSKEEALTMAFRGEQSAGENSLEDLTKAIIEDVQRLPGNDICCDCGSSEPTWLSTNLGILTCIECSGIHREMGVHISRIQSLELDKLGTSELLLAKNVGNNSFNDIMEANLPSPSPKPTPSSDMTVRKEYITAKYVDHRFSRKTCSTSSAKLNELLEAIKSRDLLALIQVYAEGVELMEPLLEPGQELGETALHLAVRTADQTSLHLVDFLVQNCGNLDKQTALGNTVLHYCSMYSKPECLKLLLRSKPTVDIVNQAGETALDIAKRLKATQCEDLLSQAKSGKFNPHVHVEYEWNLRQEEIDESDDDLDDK
An asterisk follows results filed as active; nt = no result given.

SMILES	HTRA1 inhibitor	GC-B act	ABHD4 inh	SMARCA2 activ	GC-A act	Rev-erbA mod	rCAG RNA binder	ARFGAP1 inh	PG9 binder	ASAP1 inh
CC1(c2nnc(-c3ccncc3)o2)CC(c2ccc([N+](=O)[O-])cc2)=NO1 (configuration not stated)	1	3	1	-1	3	-7	5	-2	-1.2	-15
O=C(O)c1ccc(N2CC3CC(C2)c2cccc(=O)n2C3)c(NC(=S)Nc2ccc(Br)cc2)c1 (configuration not stated)	1	0	7	2	6	-7	13	-1	0.9	4
O=C(NCCN1CCOCC1)c1ccc(Cl)c(S(=O)(=O)N2CCCC2)c1	4	8	-3	2	1	-2	-1	3	-0.9	-4
COc1ccc(C)cc1NC(=O)NNC(=O)c1ccoc1C	-6	3	-1	1	-1	-3	0	0	-1.3	0
C(=NN=C1c2ccccc2-c2ccccc21)c1ccc2c(c1)OCO2	-7	-13	-2	-1	-6	1	4	-6	-1.6	-3
Cn1c2ccccc2c(=O)c2ccc(NCc3ccc4c(c3)OCO4)cc21	1	2	17	1	7	-1	10	0	-0.5	-1
O=C(CN1C(=O)c2cccc([N+](=O)[O-])c2C1=O)N1CCc2ccccc2C1	-8	6	1	2	2	-4	5	4	0.5	14
Cc1ccc(NC(=O)CCC(=O)OCC(=O)c2ccc(-c3ccccc3)cc2)cc1	-28	2	-29	-2	-1	-3	9	3	3.9	-3
O=C(CSC(=S)N1CCOCC1)Nc1nc(-c2ccccc2)c(-c2ccccc2)o1	3	-3	-3	-2	1	-2	6	9	-2.6	4
CC(=O)N[C@@H](Cc1c[nH]c2ccccc12)C(=O)NC1CCCc2ccccc21 (some centres not stated)	8	0	-1	-2	-6	4	0	0	0.4	-2
COC(=O)c1sc(S(=O)(=O)NCC(=O)O)c(C(=O)OC)c1C	4	5	0	0	4	-6	0	4	-0.5	8
O=C(O)c1[nH]c2ccccc2c1C=NCc1ccccc1Cl	5	2	2	-1	6	-5	1	0	-1.8	-6
COc1ccc(S(=O)(=O)O)cc1P(=O)(c1ccccc1)c1ccccc1	8	0	5	-1	-1	-2	3	4	-0.3	-13
CN(C)c1ccc(-n2cccc2/C=C2/SC(=Nc3ccc(F)cc3)NC2=O)cc1	-3	nt	-1	-1	nt	nt	6	5	0.6	4
Cc1ccc(NS(=O)(=O)c2cccs2)nc1	2	2	2	1	-1	-1	0	7	-2.8	5
CC1CCN(S(=O)(=O)c2ccc3c(c2)c(=O)c(C(=O)N2CCCCC2)cn3C)CC1	-5	3	2	0	4	0	-4	13	1.9	-6
Cc1cc(C)cc(N(CCC(=O)O)S(=O)(=O)c2ccc3ccccc3c2)c1	3	0	1	2	1	1	5	7	-2.6	5
O=C(CS(=O)(=O)c1c[nH]c2ccccc12)Nc1ccc2c(c1)OCCO2	-4	2	7	0	3	4	7	-6	-1.9	2
Cn1c2ccccc2c2nnc(SC3CCOC3=O)nc21 (configuration not stated)	-2	-3	6	1	3	0	4	2	-0.6	-7
CCOCCCNC(=O)c1ccc2c(c1)ncn2C1CCCC1	0	-1	2	3	2	5	-4	-2	-0.8	4
CCc1ccccc1NC(=O)c1ccc(NCCc2ccccc2)c([N+](=O)[O-])c1	-4	6	7	-2	-1	-1	1	-6	-0.8	-7
CC(C)CNC(=O)c1c(F)c(F)c(F)c(F)c1F	4	1	4	4	3	-1	3	-1	1.0	1
Nc1ccc2c(c1)-c1ccc(F)cc1C2=O	2	5	-5	2	1	9	8	3	-6.1	-1
O=S(=O)(N/N=C\c1cccn1-c1ccccc1)c1ccc2ccccc2c1	-16	1	-26	1	-3	0	17	-6	-1.5	10
O=C(Nc1cccc(-n2cnnn2)c1)c1ccncc1	-8	-3	-2	3	-3	0	2	2	0.6	9
Next section
SMILES	HTRA1 inhibitor	GC-B act	ABHD4 inh	SMARCA2 activ	GC-A act	Rev-erbA mod	rCAG RNA binder	ARFGAP1 inh	PG9 binder	ASAP1 inh
CCOc1ccc(NC(=O)COc2nsnc2N2CCOCC2)cc1	6	-1	-10	-5	-4	4	0	14	0.4	3
COc1ccc(C(=O)C2CCCN(Cc3cccn3-c3cccnc3)C2)cc1OC (configuration not stated)	4	-2	2	-3	-1	0	3	6	0.2	-3
O=C(CSc1nnnn1Cc1ccccc1)Nc1ccccc1	0	3	3	-4	3	-2	-7	6	-2.1	-1
COc1cc(C(=O)Nc2cc(C)ccn2)cc(OC)c1OC	5	2	-2	-1	0	-4	-4	-6	-0.2	4
COc1ccc(NC(=O)CSc2ccccn2)cc1OC	3	2	-2	1	0	10	2	8	-1.5	-8
O=C(c1cccc(-c2ccc(O)cc2)c1)N1CCN(c2ccc(F)cc2)CC1	-3	-2	0	-2	2	1	3	-11	-0.7	-8
Cc1c(CC(=O)O)c(=O)oc2c(C)c(OCc3ccc(F)cc3Cl)ccc12	9	1	7	-1	0	5	2	-3	0.9	4
COc1ccc(C(=O)NNC(=O)Nc2ccc(Cl)cc2)cc1	-2	4	-1	5	2	-5	3	5	-0.3	-2
O=C(OCCOCCN=C1NS(=O)(=O)c2ccccc21)c1ccc(F)cc1	-9	-1	0	-3	-3	4	0	-8	1.3	-1
COc1ccc(C/C(N)=N/OC(=O)Cc2ccccc2)cc1OC	3	6	-1	-1	1	8	-1	3	-0.6	-6
COc1ccc(/C=N/NC(=O)C2CC2)c(OC)c1OC	3	-10	-4	-1	2	-3	-1	-4	-2.4	-14
Cc1cc(C(F)(F)F)n2nc(-c3cccs3)cc2n1	4	-2	5	2	4	0	-1	-9	-1.6	2
Cc1ccc(Cn2c(SCC(C)C)nc3c2c(=O)n(C)c(=O)n3C)cc1	-5	21	2	0	22	4	-4	-6	2.1	-3
O=C(N/C(=C\c1ccco1)C(=O)N1CCCC1)c1cccs1	1	-3	14	-3	1	-6	6	-7	0.0	0
Cc1ccc(C(=O)NCC(=O)OCC(=O)Nc2ccc(Cl)cc2C(F)(F)F)cc1C	-4	-5	6	-1	-1	4	-6	-2	-0.9	-1
CCC(=O)Nc1cc2nn(-c3ccc(OC)cc3)nc2cc1C	6	0	3	6	11	8	-2	8	1.4	-1
CCCN=C(C)c1c(-c2ccccc2)[nH]n(-c2nc3ccccc3s2)c1=O	2	6	-7	-1	19	58*	3	4	-0.6	5
COc1cccc2cc(C(C)N(CCCN3CCOCC3)C(=S)Nc3ccc(C)c(C)c3)oc12 (configuration not stated)	0	-2	2	-3	-3	0	-13	-1	-0.2	12
COCCNC(=O)C1CCCN(S(=O)(=O)c2ccc3c(c2)CC(C)N3C(=O)C2CC2)C1 (configuration not stated)	4	4	4	0	5	-10	1	-12	-0.3	-7
COc1ccccc1-c1cc2ccccc2[nH]1	4	-3	-5	1	-3	-2	4	12	-1.4	-8
O=C(Nc1ccc(C(=O)N2CCOCC2)cc1)Nc1cccc(Cl)c1	1	-7	-10	2	-6	-4	5	3	1.2	9
COC(=O)c1cc(NC(=O)c2ccccc2)c(=O)oc1/C=C/Nc1ccc(Oc2ccccc2)cc1	-15	1	-10	2	3	33*	-7	7	-0.5	-14
Cc1ccc(-n2c(C)nnc2SCC(=O)Nc2ccccc2)cc1	-6	-2	-2	-2	-1	5	-6	-1	0.2	-2
O=C(Nc1nnc([C@H]2C[C@H](O)[C@@H](CO)O2)s1)NC(c1ccccc1)c1ccccc1	nt	-7	-13	-5	2	-1	2	-1	-0.5	11
COC(=O)C1=C(C)N(Cc2ccccc2C(F)(F)F)C(=NCc2ccc(C(F)(F)F)cc2)NC1c1ccc(Cl)cc1 (configuration not stated)	nt	-11	-1	-2	-19	10	4	14	1.2	-2

Individual results from the list.
ABHD4 inh, COc1cc(C(=O)Nc2cc(C)ccn2)cc(OC)c1OC is entered as -2
ASAP1 inh, CCC(=O)Nc1cc2nn(-c3ccc(OC)cc3)nc2cc1C is entered as -1
rCAG RNA binder, O=C(N/C(=C\c1ccco1)C(=O)N1CCCC1)c1cccs1 is entered as 6
GC-A act, COC(=O)C1=C(C)N(Cc2ccccc2C(F)(F)F)C(=NCc2ccc(C(F)(F)F)cc2)NC1c1ccc(Cl)cc1 (configuration not stated) is entered as -19

An excerpt of these results, in CSV form.
smiles,HTRA1 inhibitor,GC-B act,ABHD4 inh,SMARCA2 activ,GC-A act,Rev-erbA mod,rCAG RNA binder,ARFGAP1 inh,PG9 binder,ASAP1 inh
CCOc1ccc(NC(=O)COc2nsnc2N2CCOCC2)cc1,6,-1,-10,-5,-4,4,0,14,0.4,3
COc1ccc(C(=O)C2CCCN(Cc3cccn3-c3cccnc3)C2)cc1OC (configuration not stated),4,-2,2,-3,-1,0,3,6,0.2,-3

(cont.)
SMILES	HTRA1 inhibitor	GC-B act	ABHD4 inh	SMARCA2 activ	GC-A act	Rev-erbA mod	rCAG RNA binder	ARFGAP1 inh	PG9 binder	ASAP1 inh
O=C(CSCc1nc2ccccc2[nH]1)Nc1ccc(Oc2ccccc2)cc1	-29	-6	-17	-3	-6	0	5	11	-1.1	12
CCCNC(=O)N1CCN(c2nc(C(C)C)c3c(c2C#N)CC(C)(C)OC3)CC1	4	11	4	-5	7	6	1	9	1.8	-2
CN(Cc1ccccc1)C(=O)C1CCCN(Cc2ccc(Cl)cc2)C1 (configuration not stated)	2	-3	10	-1	-5	-6	0	5	1.6	-7
CN(C(=O)c1ccc(NC(=O)Cc2cccc(NC(=O)C3CCCN(C(=O)C4CCCC4)C3)c2)cc1)C1CC1 (configuration not stated)	0	2	0	0	-3	11	2	0	-0.1	18
COc1ccc(N2CCN(C(=O)c3cc(N4C(=O)C5C6CCC(C6)C5C4=O)ccc3Cl)CC2)cc1 (configuration not stated)	4	1	-4	-2	-2	5	-4	-3	-2.7	4
Cc1c(NC2(c3nnnn3-c3ccc(Br)cc3)CCCCC2)c(=O)n(-c2ccccc2)n1C	-15	-10	3	-1	-11	1	-4	14	-0.6	-9
C[C@H](CO)N1C[C@H](C)[C@H](CN(C)C(=O)C2CC2)OCc2cnnn2CCCC1=O	1	0	-11	-3	-5	1	1	-1	-3.4	1
CCCc1ccc(OCc2ccc(C(=O)Nc3cccc(C)n3)o2)c(OC)c1	1	-4	-3	-2	-7	3	-4	-5	-1.4	-10
CN(CC(=O)Nc1ccccc1N1CCOCC1)CC(=O)Nc1ccc(F)c(F)c1F	3	8	-4	1	-3	3	-3	4	-1.5	-7
COc1ccc(CNC(=O)c2cc(C)nc3ccccc23)cc1OC	-5	4	0	-4	1	1	0	-7	-0.2	-9
COC(=O)CSc1nc2cc(C)ccc2cc1C#N	-6	-5	6	6	-4	5	-2	-2	0.5	-11
Clc1ccccc1CN1CCSCC1	8	3	0	0	1	0	6	-5	-1.1	-8
Cc1ccc(OC/C(=N\O)C(C)(C)C)c([N+](=O)[O-])c1	-6	-1	-10	-1	-2	-4	4	0	-1.2	-6

Assay outcomes as filed in PubChem BioAssay.
